Screening results deposited in PubChem BioAssay by Fisher Drug Discovery Resource Center.
mcGAS inh: cyclic GMP-AMP synthase inhibitors, mouse, primary biochemical chemiluminescence; recombinant cGAS, Kinase-Glo ATP depletion luminescence; inhibition, % at 12.5 µM; actives 0.15% (n = 160,000); AID 1259399, 2018;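 further: 0% = negative control wells and 100% = reference inhibitor with no enzyme activity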
NPYLR7 agonist: agonists of mosquito NPYLR7 receptor, primary screen, cell-based, Aedes aegypti, calcium fluorescence, mosquito biting behavior; Aedes aegypti neuropeptide Y-like receptor 7 (NPYLR7); actives 0.15% (n = 270,000); HEK293T NPYLR7/Galpha15, GCaMP6s calcium fluorescence; AID 1259423, 2018; activation, % at 10 µM; in the data active means activation above about 40%;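 further: 0% = vehicle and 100% = reference agonist at the receptor; some compounds past the cut are filed as inactive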
hcGAS lum: Primary biochemical luminescence assay for human cyclic GMP-AMP synthase inhibitors; recombinant h-cGAS, ATP depletion, Kinase-Glo luminescence; actives 0.081% (n = 290,000); Q8N884; inhibition, % at 12.5 µM; AID 1259398, 2018;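 further: 0% = vehicle reaction and 100% = reaction without DNA for no activity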
Target sequence (Q8N884 whole entry, looked up): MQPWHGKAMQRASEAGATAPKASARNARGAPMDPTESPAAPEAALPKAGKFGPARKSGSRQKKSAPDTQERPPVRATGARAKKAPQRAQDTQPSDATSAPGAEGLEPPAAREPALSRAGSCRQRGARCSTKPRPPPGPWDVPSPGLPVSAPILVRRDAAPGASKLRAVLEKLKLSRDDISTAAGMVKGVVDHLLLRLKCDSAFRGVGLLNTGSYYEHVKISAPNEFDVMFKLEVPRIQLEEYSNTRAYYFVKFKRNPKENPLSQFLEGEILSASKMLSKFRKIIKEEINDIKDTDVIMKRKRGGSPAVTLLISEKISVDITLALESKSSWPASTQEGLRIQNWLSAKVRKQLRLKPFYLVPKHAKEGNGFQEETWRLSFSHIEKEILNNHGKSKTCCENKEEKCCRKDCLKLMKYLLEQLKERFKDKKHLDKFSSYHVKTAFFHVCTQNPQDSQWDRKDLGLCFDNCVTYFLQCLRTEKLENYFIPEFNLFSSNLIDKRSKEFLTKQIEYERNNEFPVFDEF
Starred values were filed as active, the others as inactive; / = no result given; & = joins results of further samples. Unless noted, no stated cut-off is given here; in the data, active means inhibition above about 40%; inactive means the rest. Rows were taken by chance; overall some 0.27% were active at least once.

SMILES,mcGAS inh,NPYLR7 agonist,hcGAS lum
COCC(=O)N(CC(=O)O)[C@@H]1C[C@@H]2CO[C@H](C(C)C)C[C@@H]2C1,-6,18,-2
CCCS(=O)(=O)N1CCCC(c2nc(C(C)C)no2)CCNC(=O)CC1 (stereo unspecified),-2,/,-4
Cc1ccccc1C1(CNC(=O)NC2CC(=O)N(C)C2)CC1 (stereo unspecified),/,6,-15
CCOc1ccc(NC(=O)N2CCc3cc(OC)c(OC)cc3C2CNC(=O)c2cccs2)cc1 (stereo unspecified),1,/,-5
Cc1nc2[nH]n(C)c(=O)c2c(C)c1CCC(=O)NC1CCCCC1C (stereo unspecified),/,5,-12
Cc1ccc(C)c(N2C(=O)/C(=C/c3ccc(Br)cc3)C=C2c2ccccc2)c1,1,1,-1
c1ccc(-c2ccc3ncc(-c4ccoc4)n3n2)cc1,10,-7,1
Cc1ccc(F)c(S(=O)(=O)NC(=O)C2(C)CCN2C(=O)Cc2cccc3ccccc23)c1 (stereo unspecified),/,2,-9
Cc1ccc(CN(Cc2ccccc2)C(=O)CN(CC(C)C)C(=O)Nc2cccc(C)c2C)o1,-7,4,-7
Cc1cccnc1CC(C)NC(=O)c1cccc(-n2cccn2)c1 (stereo unspecified),-17,0,-5
O=C(Nc1ccc2c(c1)N(C(=O)c1ccccc1)CCC2)NC1CCCCC1,/,-8,-4
CC(C)c1cc(C(=O)N2CCN3CCN(C)C(=O)C3C2)nc2ncnn12 (stereo unspecified),/,4,-8
CC(=O)Nc1cnc(-c2ccc(O)cc2C)cn1,/,-2,-4
COCCn1c(=O)c2c(nc3n2CC(C)CN3c2cccc(C)c2)n(C)c1=O (stereo unspecified),/,12,-9
Cc1ccc(NC(=O)c2cnn3c2[nH]c(=O)c2ccccc23)c2cccnc12,/,7,-3
C=C(C)COc1ccccc1-n1c(C)c(C)n2c3c(=O)n(C)c(=O)n(C)c3nc12,-6,0,0
O=C(COc1c(Cl)cccc1Cl)NCCc1ccc2c(c1)OCO2,/,0,-8
O=C(Nn1cnc2c(cnn2-c2ccccc2)c1=O)c1cccc2ccccc12,/,3,-12
Oc1ccc(C=NNc2ncc(C(F)(F)F)cc2Cl)c(O)c1O,/,-8,-9
CCC(C)Nc1nc(C)nc2c1cnn2-c1ccccc1Cl (stereo unspecified),/,6,-5
CC(NC(=O)C1CC1C)c1ccc(N2CCOCC2)cc1 (stereo unspecified),/,1,-18
Cn1ccc(C(=O)Nc2ccc(Oc3ncc(Cl)cc3Cl)cc2)cc1=O,/,2,-8
CC(C)NC(=O)CNC(=O)c1ccc(N2CCCC2=O)cc1,/,15,-11
Cc1cc(N2CCOCC2)nc(SCc2cccc(C(=O)NCc3cccnc3)c2)n1,-8,-7,-3
CCCN1C(c2cccnc2)=NS(=O)(=O)c2cc([N+](=O)[O-])ccc21,/,19,-5
CCN(CC(=O)NC)C(=O)c1cc2c(s1)CCCCCC2,/,9,-9
C/C=C(\C)CC(C)CC(C)C1OC(=O)CCC1OC(=O)/C=C/C(C)=C/C(CO)CCO (stereo unspecified),-2,-11,-3
COc1cccc(NC(=O)N2CCN(c3nc(-c4ccc(C)cc4)nc(C)c3C)CC2)c1,-5,-4,-6
Cc1ccc(C(C)C)cc1S(=O)(=O)Nc1ccc(F)cc1,/,4,-8
O=C(Nn1cnnc1)c1csc2ccccc12,/,-2,-4
Cc1c(C(=O)OCC(=O)NC(=O)NC2CCCC(C)C2C)cnn1C (stereo unspecified),/,7,-8
Cc1cc(-c2ccc(F)cc2)nc2cc(C(=O)Nc3ccccc3C(F)(F)F)nn12,-4,-2,-1
O=C(c1ccc(F)cc1)N(Cc1nccn1Cc1ccc(C(F)(F)F)cc1)CC1CC1,-7,13,-6
CCCc1nc2ccc(NC(=O)c3ccc(NC(C)=O)cc3)cn2n1,-5,6,-2
O=C(Nc1ccc(F)cc1)N1CC(=O)N2CCc3c(F)cccc3C2C1 (stereo unspecified),-6,-4,-4
CCn1c(CC2CCN(C(=O)C3COc4ccccc4O3)CC2)nn(C)c1=O (stereo unspecified),/,8,-3

Next entries follow.
Results follow in this order: mcGAS inh	NPYLR7 agonist	hcGAS lum
c1coc(CN2CCc3[nH]nc(-c4ccc5c(c4)OCO5)c3C2)c1
→ /	8	-7
Nc1nc2c(=O)[nH]nc(-c3ccc(F)cc3)c2s1
→ /	-4	-4
COc1ccccc1-c1cc(CN(C(=O)Nc2ccc(F)c(F)c2)C2CC2)no1
→ /	25	-7
CC(C)N(CC(=O)N(Cc1cccn1Cc1ccccc1Cl)C1CCCCC1)S(=O)(=O)c1cccc2cccnc12
→ 1	-8	3
CO[C@H]1CN(C(=O)COc2ccccc2)[C@@H]2Cc3c(n(C)c4ccccc34)[C@H]1C2
→ 0	-4	-1
COc1ccc2nc(Nc3nc(C(C)(C)C)cs3)sc2c1
→ -7	5	-8
Cc1ccc(C(=O)Nc2ccc(N3CCCN(Cc4cc(F)cc(F)c4)C3=O)cc2)cc1[N+](=O)[O-]
→ -6	/	-3
Cc1cc(C(=O)Nc2ccnc(Oc3ccccc3)c2)nn1C
→ -2	2	8
COc1ccc(C2=N/C(=C\c3coc4ccccc4c3=O)C(=O)O2)cc1
→ -8	2	-2
COCCN(Cc1cc(NC(=O)C2CC2)ccc1N(C)C)C(=O)c1ccc(F)cc1
→ 1	-13	-3
CC(=O)Nc1cccc(NC(=O)CSc2nc(=O)n3ccc(C)cc3n2)c1
→ 0	3	0
CC1=NN(CCN2CCOCC2)c2nc3c(c(=O)n(Cc4ccccc4)c(=O)n3C)n2C1
→ -2	-2	0
Cc1ccc(NC(=O)C2(C)CCN2Cc2ccc(C(C)C)cc2)cc1 (stereo unspecified)
→ /	9	5
COc1ccccc1-n1c(-c2ccc(Cl)cc2)cc(C(=O)N2CCN(c3ccccc3Cl)CC2)c1C
→ -3	-5	-6
CCOCCCN1C(=O)CNC1=S
→ /	31	-5
Cc1ccc(CNc2ccnc3c(-c4ccc(N)cc4)cnn23)c(C)c1
→ -3	-6	-6
COc1ccc(C2c3c(n[nH]c3-c3ccccc3)OC(=N)C2C#N)cc1OC (stereo unspecified)
→ -2	-5	-2
COc1ccc(S(=O)(=O)Oc2cc(CN(CC3CCCO3)C(=O)Nc3ccccc3OC)ccc2OC)cc1 (stereo unspecified)
→ 1	/	4
CCn1cc(C(=O)NCCn2ncc3c(=O)n(Cc4ccccc4C)cnc32)c(=O)c2ccc(C)nc21
→ -10	-4	-5
CCc1c(C)nc(-c2cccc(C(F)(F)F)c2)nc1N1CCN(C(=O)Nc2ccc(F)c(Cl)c2)CC1
→ -6	-5	-9
COc1ccccc1/C=C1\C(=O)N(c2cccc(Cl)c2)N=C1C
→ -7	11	-4
CCN(CC)CCN1CCN(C(=O)c2csc(N)n2)CC1
→ -3	/	-3
CCOC(=O)c1cc(-c2ccc(Cl)cc2)n(-c2ccc(C(=O)NCC3CCCO3)cc2)n1 (stereo unspecified)
→ 1	-1	2
COc1cccc(C(=O)OC(CC(C)C)c2ccccn2)c1 (stereo unspecified)
→ /	2	2
O=C(c1ccc(F)c(F)c1)N1CCC(n2c(=O)[nH]c3ccccc32)CC1
→ -6	0	-5
CCC(=O)Nc1c(-c2cccc(OC)c2)nc2ccccn12
→ -1	-4	1
COc1ccccc1CN(Cc1ccco1)CC(O)Cc1ccccc1 (stereo unspecified)
→ -3	-1	0
O=C(c1ccc(Cn2ccnc2)o1)N1CCCC(c2ccn[nH]2)C1 (stereo unspecified)
→ /	0	-3
CCOc1ccc2nc(N(Cc3cccnc3)C(=O)c3ccco3)sc2c1
→ -8	-13	-1
Cc1cc(C)nc(NS(=O)(=O)c2ccc(NC(=O)CCN3C(=O)c4ccccc4C3=O)cc2)n1
→ -4	6	-3
COC(=O)c1cc(F)ccc1CN(C)CC1CCCO1 (stereo unspecified)
→ /	4	-9
CCOC(=O)N1CCCN(Cc2ccc(F)cc2)C(C(C)C)C1 (stereo unspecified)
→ /	-3	2
CC(C)CN(C(=O)Cc1n[nH]c(=O)c2ccccc12)c1nc2ccccc2s1
→ -7	6	-7
CCOc1c(C)cnc2c1c(=O)n(Cc1ccccn1)c(=O)n2C
→ -7	0	-3
CC/C=C\CCC1CC(=O)Nc2cc(OCC(=O)O)ccc21 (stereo unspecified)
→ /	6	-6
CC(CNc1nc2c(-c3cccc(F)c3)nnn2c2ccccc12)c1ccccc1 (stereo unspecified)
→ -6	-7	-6
COC(=O)C1CCN(c2cc(=O)n(C3CCCCC3)c(=O)[nH]2)CC1
→ /	-1	-10
Cc1cc2nnc(Sc3ncccn3)n2c2ccccc12
→ /	11	-2
Cc1cc(N2CCCC2)nc(SCc2ccc(C(=O)NCc3ccco3)cc2)n1
→ -5	-4	-7
O=S(=O)(c1cccs1)N1CCC2(CC1)OCCO2
→ /	-1	-6

4 entries from above, as labelled records.
COC(=O)c1cc(F)ccc1CN(C)CC1CCCO1 (stereo unspecified)
  mcGAS inh: /
  NPYLR7 agonist: 4
  hcGAS lum: -9

CCOC(=O)N1CCCN(Cc2ccc(F)cc2)C(C(C)C)C1 (stereo unspecified)
  mcGAS inh: /
  NPYLR7 agonist: -3
  hcGAS lum: 2

CC(C)CN(C(=O)Cc1n[nH]c(=O)c2ccccc12)c1nc2ccccc2s1
  mcGAS inh: -7
  NPYLR7 agonist: 6
  hcGAS lum: -7

CCOc1c(C)cnc2c1c(=O)n(Cc1ccccn1)c(=O)n2C
  mcGAS inh: -7
  NPYLR7 agonist: 0
  hcGAS lum: -3

The list goes on:
Results follow in this order: mcGAS inh	NPYLR7 agonist	hcGAS lum
COc1ccc(CN2CCNC(=O)C2CC(=O)N2CCC(OC)CC2)c(OC)c1 (stereo unspecified)
→ /	3	-2
COc1cccc(-c2nc3ccc(C(=O)NCC4CCCCO4)cc3o2)c1 (stereo unspecified)
→ /	17	-5
Cc1cc(N2CCN(C)CC2)n2nc(C)c(-c3ccccc3Cl)c2n1
→ -5	2	1
O=C1C2=C(CCC2)C(=O)N1CC1COc2ccccc2O1 (stereo unspecified)
→ /	-7	-4
CC1=C(C)C(=O)C(NCC2CCCO2)=CC1=O (stereo unspecified)
→ /	2	-21
Cc1nc(-n2nc(-c3cccs3)cc2NC(=O)c2cc3ccccc3o2)[nH]c(=O)c1C
→ /	7	-8
C(=NNC1=NCCCCC1)c1ccc2c(c1)OCCO2
→ /	6	-3
CCN(CC)c1cccc(OCC2CN(C(=O)c3cc(C)ccc3Cl)CCO2)c1 (stereo unspecified)
→ /	-10	4
Cc1ccc(C(=O)NCCc2cc3ccc(C)c(C)c3[nH]c2=O)cc1
→ /	3	-3
CCCCCCCC1OC1CC#CC#CC(O)CC (stereo unspecified)
→ 0	21	0
c1ccc2c(c1)nc(N1CCN(C3CCCCC3)CC1)c1nncn12
→ /	-6	3
Cc1nc(NC(=O)NCc2cccc(C(F)(F)F)c2)nn1C
→ /	6	-7
O=C1NC(Cc2ccccc2)C(=O)N1Cc1ncc(-c2cccs2)o1 (stereo unspecified)
→ /	4	-10
N#C/C(=C\N1CCN(Cc2ccccc2)CC1)C(=O)NCc1ccccc1
→ /	6	-2
COCCN(Cc1ccc(OCc2nc(CO)cs2)cc1)C(=O)C1CCCC1
→ -5	13	-7
C=CCc1cccc2cc(C(=O)Nc3ccccc3F)c(=O)oc12
→ /	-3	-3
CCOC(=O)c1cc(-c2cccc(NC(=O)c3cc(Cl)nc(Cl)c3)c2)n(-c2ccccc2C)n1
→ -6	5	-6
CC(C)Cc1nc(Cn2nnn(-c3ccccc3)c2=O)no1
→ /	3	-7
COc1cccc(CN(C(=O)c2cccs2)C2CC2)c1OCc1nc(CO)cs1
→ -8	-4	-6
O=C(CCC(=O)Nc1ccc(C(=O)O)cc1)N/N=C\c1coc2ccccc2c1=O
→ /	3	-6
NCC1CN(C(=O)Cc2ccncc2)CCO1 (stereo unspecified)
→ /	-3	-5
Cc1nc2sc3c(N4CCCCC4)ncnc3c2c2c1COC(C)(C)C2
→ /	-5	-1
O=C(Nc1ccc(Cc2ccncc2)cc1)C1CCC(N2C(=O)C3C4C=CC(C4)C3C2=O)CC1 (stereo unspecified)
→ -7	-1	-3
O=C(NCc1cccnc1)c1cc(S(=O)(=O)N2CCSCC2)c[nH]1
→ -14	10	-4
CC(C)CCn1c(=O)c2c(nc3n2CCN3c2ccc(F)cc2)n(C)c1=O
→ /	1	-2
Cc1sc2nc(N)sc(=O)c2c1C
→ -4	0&5	-5&2
COc1ccccc1Oc1cc(C)nc(SCc2ccccc2Cl)n1
→ 0	-12	13
COc1cccc(-c2cc(C(=O)N3CCN(C/C=C/c4ccccc4)CC3)n3nc(C(C)(C)C)cc3n2)c1
→ -7	12	-9
Cc1nccn1CC1CCCN(Cc2cccc(-c3ccccn3)c2)C1 (stereo unspecified)
→ -16	11	-6
CC1CCc2nc(NC(=O)Cn3cnc4ccccc4c3=O)sc2C1 (stereo unspecified)
→ /	8	-12
CCc1nc2ccc(C(=O)Nc3ccc4c(c3)CCN4C(C)=O)cn2c1N(CC)CCN(C)C
→ 1	-1	0
CCCCOC(=O)C1=C(C)NC2=C(C(=O)CCC2)C1c1ccc(Cl)cc1Cl (stereo unspecified)
→ -8	-4	-3
